Screens: PubChem, National Center for Advancing Translational Sciences (NCATS)
B2AR arrestin – qHTS assay of beta-arrestin-biased ligands of beta2-adrenergic receptor | Beta-2 adrenergic receptor (Homo sapiens), P07550 | AID 492947, 2010 | hit rate 0.02% among 330,000 | beta-arrestin recruitment to beta2AR, cell-based reporter | Potency, µM (series often up to 46.1 µM), for the others: at the highest dose activation, most hits filed as activators;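 also: potency is read from the fitted curve at half-maximal effect; 0% = DMSO controls and full agonism = EC100 isoproterenol or metaproterenol; nearly all actives have a fitted effect of over 65% in size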
a7 integrin act – qHTS for Activators of Integrin-Mediated Alleviation for Muscular Dystrophy; alpha7betagal myoblasts, beta-gal FDG fluorescence, 48 h; Potency, µM (titrated, usually from 38.3 µM), for the others: at the top dose activation, most hits filed as activators; hit rate 0.064% among 350,000; AID 624291, 2012;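 also: potency is read from the fitted curve at half-maximal effect; 100% = response of the positive control SU9516; nearly all actives have a fitted effect of over 60% in size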
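alpha7betagal+/- myoblasts (passage 13, 250/well) treated 48 h at 37C with compounds at 1:260 dilution of DMSO stock. Lysed, then beta-galactosidase activity read as FDG fluorescence (ex 480/em 540) after 30 min, with pre-read for autofluorescence.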
Menin-MLL TR inh – qHTS Assay for Inhibitors Targeting the Menin-MLL Interaction in MLL Related Leukemias: Competition With Texas Red Labeled MLL-derived Mutant Peptide | Potency, µM (series often up to 61.6 µM), for the others: at the top dose FP activity change, negative = inhibition, most hits filed as inhibitors | AID 1768, 2009 | hit rate 0.23% among 270,000 | Menin + Texas Red MLL mutant peptide, fluorescence polarization; active = well fitted inhibition curve with a large enough effect in the polarisation, with a control signal flat, not every such curve was filed as active; inconclusive = small, poorly fitted or top-dose-only effect, or effect the other way, or a change in a side signal; inactive = no such curve, though single readings can be large or run the other way; the % refers to the polarisation; also: potency is read from the fitted curve at half-maximal effect; % of control where 0% means no effect; many of its hits are not listed in these tables
Target sequence (O00255 whole entry, looked up): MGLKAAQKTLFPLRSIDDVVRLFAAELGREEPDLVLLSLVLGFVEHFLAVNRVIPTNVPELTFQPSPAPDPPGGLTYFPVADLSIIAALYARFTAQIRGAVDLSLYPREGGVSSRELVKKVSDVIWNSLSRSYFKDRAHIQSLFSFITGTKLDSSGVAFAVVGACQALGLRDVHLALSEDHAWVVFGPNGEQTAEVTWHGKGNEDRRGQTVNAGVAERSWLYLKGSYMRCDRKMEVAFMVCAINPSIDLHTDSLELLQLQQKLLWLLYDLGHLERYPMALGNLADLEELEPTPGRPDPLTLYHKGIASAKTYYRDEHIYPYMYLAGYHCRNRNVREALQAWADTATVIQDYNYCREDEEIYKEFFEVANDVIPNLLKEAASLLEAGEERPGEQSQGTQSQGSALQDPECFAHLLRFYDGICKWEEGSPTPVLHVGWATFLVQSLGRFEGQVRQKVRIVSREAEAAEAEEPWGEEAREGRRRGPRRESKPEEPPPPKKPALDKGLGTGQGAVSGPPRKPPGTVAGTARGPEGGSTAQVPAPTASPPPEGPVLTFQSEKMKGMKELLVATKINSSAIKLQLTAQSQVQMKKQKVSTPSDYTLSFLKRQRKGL
FBPA coupling cs – qHTS Assay for Inhibitors of Fructose-1,6-bisphosphate Aldolase from Giardia Lamblia: Coupling assay counterscreen | activity change, negative = inhibition, % at 58.2 µM, hits read low | AID 2472, 2010 | coupling enzyme system counterscreen, AmpLite Red fluorescence | hit rate 0.67% among 290,000; in the data active = activity change below about -30%; also: % is scaled to controls: 0 for no effect and ±100 for the full control effect
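First, compound is pin-transferred into glyceraldehyde-3-phosphate coupling-enzyme reagent at 57.5 uM final and held 10 min at RT. Next, substrate, coupling system and AmpLite Red are added. After 20 min RT, fluorescence (525/598 nm) is read.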
Giardia kill – Small Molecules that selectively kill Giardia lamblia: qHTS | Giardia lamblia trophozoite viability | activity change, % at 7.66 µM, hits read low | hit rate 0.15% among 340,000 | AID 540267, 2011; in the data active = activity change below about -80%; inconclusive = between about -30% and that limit;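 also: parasites exposed to compound for two days anaerobically before the ATP read; % is scaled to controls: 0 for no effect and ±100 for the full control effect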
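Luminescent ATP signal served as the viability read-out, measured 15-30 min after adding ATP detection reagent to trophozoites that had been incubated with compounds for 48 hrs at 37 deg C anaerobically at 100 cells/well.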
TSG101-PTAP inh – qHTS Assay for Iinhibitors of HIV-1 Budding by Blocking the Interaction of PTAP/TSG101 | Tumor susceptibility gene 101 protein (Homo sapiens), Q99816 | Potency, µM (top dose mostly 115 µM), for the others: at the top dose activity change, negative = inhibition, hits mostly inhibitors | AID 493005, 2010 | Fluorescence polarization, FITC-PTAP peptide / Tsg101 binding | 340,000 tested, under 10 active; active = well fitted inhibition curve with a large enough effect in the main read-out, with a control signal flat, not every such curve was filed as active; inconclusive = small, poorly fitted or top-dose-only effect, or effect the other way, or a change in a side signal; inactive = no such curve, though single readings can be large or run the other way; also: potency is read from the fitted curve at half-maximal effect; % of control where 0% means no effect
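Tsg101 binding domain (10 uM final) was mixed with compound and a FITC-labeled PTAP peptide (50 nM final) in HEPES pH 7.5 buffer with NaCl, Tween 20, EDTA and TCEP; fluorescence polarization was read after 20 min at r.t.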
GALK inh – qHTS Assay for Inhibitors of Human Galactokinase (GALK) | P51570 | Potency, µM (highest dose often 57.5 µM), inactives show at the top dose activity change, negative = inhibition, hits mostly inhibitors | AID 1868, 2009 | Purified GALK, Kinase-Glo residual ATP luminescence | hit rate 0.007% among 270,000; also: potency is read from the fitted curve at half-maximal effect; % is scaled to controls: 0 for no effect and ±100 for the full control effect
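Luminescence from leftover ATP (Ultra-Glo luciferase/luciferin) served as read-out after a 1 h room-temperature reaction of 5 nM GALK with 35 uM ATP and 100 uM galactose.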
Chronic BCR inh – qHTS Assay to Find Inhibitors of Chronic Active B-Cell Receptor Signaling | hit rate 0.05% among 340,000 | Potency, µM (series often up to 46.1 µM), without a hit: at the highest dose ratio change, negative = lower green/red ratio, most hits filed as inhibitors | ABC-DLBCL IkBa-CBG/CBR reporter, luminescence ratio, 4 h; active = well fitted inhibition curve with a large enough effect in the signal ratio, with a control signal flat, not every such curve was filed as active; inconclusive = small, poorly fitted or top-dose-only effect, or effect the other way, or a change in a side signal; the % refers to the signal ratio;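 also: potency is read from the fitted curve at half-maximal effect; plate controls were basal doxycycline-induced cells for no effect and cells given 10 µM MG132 for full effect; MG132 reads +100%, hits lower the ratio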
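TMD8 ABC-DLBCL cells carrying doxycycline-inducible green luciferase fused to IkappaBalpha plus unfused red luciferase were exposed to compounds (up to 46 uM) for 4 hrs at 37C. Activity came from the overlap-corrected green/red luminescence ratio.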
ASM inhibitor – Inhibitors of Secretory Acid Sphingomyelinase (S-ASM): qHTS; Sphingomyelin phosphodiesterase (Homo sapiens), P17405; placental ASM, HMU-PC fluorogenic substrate, 60 min; Potency, µM (titrated, usually from 57.5 µM), without a hit: at the highest dose activity change, negative = inhibition, most hits filed as inhibitors; hit rate 0.006% among 340,000; also: potency is read from the fitted curve at half-maximal effect
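Human placenta-derived ASM preincubated with compound 10 min at room temperature, then reacted with 9 uM (final) fluorogenic HMU-PC substrate for 60 min at 37 C. Stop solution raises pH to 10; fluorescence read at Ex 386/Em 447 nm.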
PKM2 act – qHTS Assay for Activators of Human Muscle isoform 2 Pyruvate Kinase | purified PKM2, Kinase-Glo ATP luminescence, activation; response scale: 0% is enzyme alone, no compound | Pyruvate kinase PKM (Homo sapiens), P14618 | hit rate 0.34% among 260,000 | Potency, µM (doses to about 57.5 µM), for inactives: at the highest dose activation, usual class: activators; also: potency is read from the fitted curve at half-maximal effect; % is scaled to controls: 0 for no effect and ±100 for the full control effect; nearly all actives have a fitted effect of over 55% in size
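Purified hPK-M2 (>95% pure) converted ADP (0.1 mM final) to ATP with 0.5 mM PEP in 50 mM imidazole pH7.2, KCl, MgCl2, Tween 20, BSA; 1 h at room temperature. ATP detected by Kinase-Glo luminescence.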
Tb PFK inh – qHTS Assay to Find Inhibitors of T. brucei phosphofructokinase. AID 485367, 2010. Potency, µM (titrated, usually from 57.5 µM), for inactives: at the highest dose activity, negative = inhibition, usual class: inhibitors. hit rate 0.17% among 330,000. T. brucei PFK, ADP-Glo luminescence;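 also: potency is read from the fitted curve at half-maximal effect; 0% = uninhibited 1x PFK enzyme wells and -100% = no-enzyme wells; nearly all actives have a fitted effect of over 60% in size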
Target sequence (O15648 whole entry, looked up): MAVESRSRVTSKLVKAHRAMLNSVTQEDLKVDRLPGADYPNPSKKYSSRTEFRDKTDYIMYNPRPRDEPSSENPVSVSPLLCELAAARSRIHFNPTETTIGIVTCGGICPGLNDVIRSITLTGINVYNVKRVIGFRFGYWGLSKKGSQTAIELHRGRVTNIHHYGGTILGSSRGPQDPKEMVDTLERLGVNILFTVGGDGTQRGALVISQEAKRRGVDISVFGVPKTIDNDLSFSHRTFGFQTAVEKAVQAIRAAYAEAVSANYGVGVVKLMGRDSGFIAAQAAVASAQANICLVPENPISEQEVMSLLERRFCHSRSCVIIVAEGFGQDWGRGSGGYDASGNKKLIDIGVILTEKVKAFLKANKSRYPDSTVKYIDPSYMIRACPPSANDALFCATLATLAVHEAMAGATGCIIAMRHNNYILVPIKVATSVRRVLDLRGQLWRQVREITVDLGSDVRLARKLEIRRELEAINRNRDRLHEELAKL
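Activity is normalized to no-enzyme wells (full inhibition) and 1.25 nM enzyme wells (no inhibition). Reaction: 0.5 mM F6P, 0.1 mM ATP, 45 min RT, ADP-Glo luminescence; concentration-response curves fitted and classed by quality.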
The depositor's hits bear a star; ? = inconclusive; . = not tested or not shown; [ ] = another dose, or the depositor's remark. Unless noted, calls follow the shape of the dose curve; as a rule, active = well fitted curve in the direction sought with a large enough effect; inconclusive = small, poorly fitted or top-dose-only effect, or another doubt; inactive = no such curve, though single readings can be large; an effect the other way counts as inactive or inconclusive. Only part of the results is shown; count on the stated rates, not on these rows.

SMILES | B2AR arrestin | a7 integrin act | Menin-MLL TR inh | FBPA coupling cs | Giardia kill | TSG101-PTAP inh | GALK inh | Chronic BCR inh | ASM inhibitor | PKM2 act | Tb PFK inh
Cc1cc(OCC(=O)O)c2c3c(c(=O)oc2c1)CCCC3 | 0.0% | 29% | 3% | 13 | 8 | -13% | -4% | 1% | 2% | -14% | 11%
O=NN1CCCCC1 | -1.0% | . | . | . | -11 | 1% | . | -8% | -2% | . | -6%
Cc1cccc(N2CCN(Cc3ccc4c(c3)OCO4)CC2)c1C | -0.8% | 0% | -16% | -2 | 13 | -2% | -1% | 4% | 0% | 4% | 1%
CCS(=O)(=O)N1CCCC(C(=O)N2CCC3(CC2)OCCO3)C1 (centres undefined) | -0.2% | 1% | 0% | -3 | 3 | -2% | -5% | -1% | -1% | 0% | 0%
CCN(CC)C(=O)c1ccc(NC(=O)c2cccc(S(=O)(=O)N3CCN(C)CC3)c2)cc1 | -0.5% | 17% | . | . | 2 | -5% | -8% | 6% | -1% | 0% | -1%
Cc1ccc2c(c1N)C(=O)c1ccccc1C2=O | -0.5% | . | . | . | -11 | -8% | . | 9% | -6% | . | 0%
O=C1NC(=O)C(Cc2cccs2)C(=O)N1 | 0.0% | 10% | -17% | -2 | 5 | -9% | 0% | -5% | 5% | 6% | -6%
CC(C)N(CC(O)c1cccc([N+](=O)[O-])c1)C(C)C (centres undefined) | 0.3% | -26% | 6% | -1 | 0 | -12% | . | -17% | 0% | -13% | -5%
CC(C)(C)NC(=S)/N=C(\N)N[N+](=O)[O-] | 0.1% | 5% | -1% | 0 | -4 | 0% | -2% | 2% | -2% | 0% | 3%
CC1=C2[C@H]3OC(=O)[C@@H](C)[C@@H]3CC[C@@]2(C)C=CC1=O | -0.2% | 2% | 19% | 2 | -12 | -3% | . | -17% | -2% | . | 4%
CCOC(=O)c1c(/N=C/c2c(O)n(-c3ccc(F)cc3)c(=S)[nH]c2=O)sc2c1CCCC2 | -0.2% | 21% | 5% | -1 | -6 | 1% | -1% | 0% | -4% | 1% | -2%
Cc1ccn2cc(C(=O)NCc3ccco3)nc2c1 | 0.0% | ? | -14% | 1 | 19 | -2% | 4% | ? | 0% | -6% | -2%
C=CCN(CC=C)Cc1c[nH]c2ccccc12 | -0.6% | -10% | 10% | 1 | -13 | -7% | 0% | ? | 2% | 2% | 1%
O=c1[nH]c(=O)n(Cc2ccc(F)cc2)c(O)c1C=Nc1ccc(Cl)cc1 | 0.1% | 12% | -13% | 5 | ? | 19% | 1% | -1% | 272%[activator] | 1% | 1%
CC(=O)Nc1cccc([As](=O)(c2cccc(NC(C)=O)c2)c2cccc(NC(C)=O)c2)c1 | 0.5% | 24% | . | 3 | -8 | 0% | 6% | -8% | 4% | -1% | -1%

In the list so far, 3 contain an NH in an aromatic ring.
SMILES | B2AR arrestin | a7 integrin act | Menin-MLL TR inh | FBPA coupling cs | Giardia kill | TSG101-PTAP inh | GALK inh | Chronic BCR inh | ASM inhibitor | PKM2 act | Tb PFK inh
CCOC(=O)c1c(/N=C/c2c(O)n(-c3ccc(F)cc3)c(=S)[nH]c2=O)sc2c1CCCC2 | -0.2% | 21% | 5% | -1 | -6 | 1% | -1% | 0% | -4% | 1% | -2%
C=CCN(CC=C)Cc1c[nH]c2ccccc12 | -0.6% | -10% | 10% | 1 | -13 | -7% | 0% | ? | 2% | 2% | 1%
O=c1[nH]c(=O)n(Cc2ccc(F)cc2)c(O)c1C=Nc1ccc(Cl)cc1 | 0.1% | 12% | -13% | 5 | ? | 19% | 1% | -1% | 272%[activator] | 1% | 1%

Continuation:
SMILES | B2AR arrestin | a7 integrin act | Menin-MLL TR inh | FBPA coupling cs | Giardia kill | TSG101-PTAP inh | GALK inh | Chronic BCR inh | ASM inhibitor | PKM2 act | Tb PFK inh
C=CCn1c(O)c(/C=C2/C=c3ccccc3=N2)c(=O)[nH]c1=S | -1.2% | 27% | ? | 2 | 6 | -8% | -3% | -2% | -3% | 3% | -7%
COc1ccccc1OC(=O)c1ccc(C)c(S(=O)(=O)N2CCOCC2)c1 | -0.2% | 32% | -1% | -5 | -9 | -5% | 1% | 6% | -3% | 0% | 5%
CCCc1nc2ccccc2c(=O)n1-c1ccccc1OC | 0.4% | -1% | -3% | -2 | 5 | -2% | -1% | 3% | -3% | -9% | 4%
Cc1ccc(Cc2c(C)nc3nc(SCC(=O)N4CCC5(CC4)OCCO5)nn3c2C)cc1 | -0.9% | 3% | . | 1 | -16 | 1% | -3% | -2% | -3% | -4% | -3%
CC(=Nc1ccc(F)cc1)c1c(O)n(C)c(=O)[nH]c1=O | -0.8% | 21% | -16% | 0 | -10 | -11% | 8% | 5% | 9% | 8% | -4%
CN(CC(=O)Nc1ccc(F)cc1)C(=O)Cn1c(=O)oc2ccccc21 | 0.0% | 0% | . | . | 11 | -4% | . | ? | 0% | . | -3%
Cc1ccc(NC(=S)NC2CC3CCC(C2)N3Cc2ccco2)cc1C (centres undefined) | -0.9% | -51%[inhibitor] | 15% | 1 | -3 | -3% | 2% | -21% | 0% | 3% | -1%
CN1C(=O)C(Cc2ccc(OCc3ccccc3)cc2)C(=O)N(C)C1=O | -1.0% | -22% | ? | 15 | 4 | -3% | -4% | 5% | 1% | . | 1%
O=C(Nc1ccc(Cl)c([N+](=O)[O-])c1)c1ccncc1 | -0.5% | 14% | 12% | 2 | 8 | -1% | 1% | ? | -3% | -9% | ?
CN(C)C(=O)Oc1ccc(-c2nnco2)cc1 | -0.4% | -4% | 3% | -1 | -27 | 0% | 2% | 0% | 2% | -6% | -1%
CCN1CCN(Cc2ccc(C)cc2)CC1 | -1.9% | 14%[7.66 µM] | -15% | 0 | 0 | -2% | 0% | 1% | 2% | 0% | -3%
CN1CCN(Cc2cc(=O)n3ccsc3n2)CC1 | -0.4% | 10% | . | . | 11 | -5% | 3% | 7% | -2% | 1% | ?
O=C(CCC(=O)N1C[C@H]2C[C@@H](C1)c1cccc(=O)n1C2)NCc1ccccc1C(F)(F)F | 0.1% | . | . | . | -2 | 0% | . | ? | -2% | . | 0%
CC(=O)Nc1ccccc1C(=O)OCC(=O)c1ccc2ccccc2c1 | 0.2% | 14% | -4% | . | 8 | 0% | -2% | 1% | -13% | -3% | 3%
CCc1ccc(CN2CCN(Cc3ccc(SC)cc3)CC2)cc1 | -0.1% | -26% | ? | -1 | 9 | 1% | -2% | ? | -2% | -1% | -7%
CC1CCN(c2cc(Br)c([N+](=O)[O-])cc2F)CC1 | -0.4% | -36% | . | -2 | 12 | -2% | 7% | 1% | -5% | -3% | -2%
COC(=O)C1=C(c2ccc(C(C)=O)cc2)C[C@@H]2CC[C@H]1N2C(=O)NCCNC(C)=O | 0.0% | 6% | . | . | -29 | -1% | . | -4% | 1% | . | 0%
COc1ccc(CCN(C)Cc2ccc(F)cc2F)cc1OC | -0.2% | -18% | -4% | 3 | -17 | -1% | 0% | ? | 3% | -11% | -5%
C[C@]12CCC3C(C1CCC2=O)[C@H](O)C[C@H]1C[C@@H](O)CC[C@]31C (some centres undefined) | -1.1% | 31% | . | . | 5 | -4% | . | 1% | 1% | . | -4%
